HIV RNase H inh = blocks HIV-1 RNase H cleavage of RNA/DNA duplex; P04585; hit rate 1.9% among 65,000; inhibition, % at 10 µM; RT-RNase H RNA/DNA duplex cleavage, fluorescence; in the data active = inhibition above about 50%
RmlCD inh mix = mixture blocks RmlC and RmlD coupled enzyme activity. RmlC/RmlD coupled enzyme inhibition, 384-well mixture HTS. inhibition, % at 5.5 µM. hit rate 0.39% among 110,000. AID 1532; in the data active = inhibition above about 30%, passing the limit was not always enough; note: strong numbers were not always called active
The depositor's hits bear a star; x = not tested or not shown. These rows are one share of the data, so the mix of outcomes need not match the whole.

Each structure is followed by: HIV RNase H inh, RmlCD inh mix
Cc1ccc(NC2c3ncccc3C(=O)N2Cc2ccc(F)cc2)cc1 (stereo unspecified)
  -14, 65
CCCCCCN(C(=O)CCCCCN1C(=O)NC(c2ccc(-c3ccccc3)cc2)C(C(=O)OCc2ccccc2)=C1C)C(C(=O)NCCCC)c1ccccn1 (stereo unspecified)
  x, -11
O=C(NC1CCCCC1)C1CCN(S(=O)(=O)c2cccc3cccnc23)CC1
  2, 6
CN=C1S/C(=C\c2cn(C(C)=O)nc2-c2ccccc2)C(=O)N1C
  x, 116
CN(CC(=O)Nn1cnnc1)S(=O)(=O)c1cc(Cl)ccc1Cl
  -4, -6
Cc1ccc2[nH]c3c(=O)n(CCCN4CCN(C)CC4)cnc3c2c1
  -5, 10
Cc1nc(NC(=O)c2ccco2)sc1-c1csc(Nc2ccc(Cl)cc2)n1
  x, -43
Cc1nc(SCC(=O)CC(=O)OC(C)C)c(C#N)c(C)c1C
  -35, 4
CCOc1c(C(=O)CC)cc2c(C)cc(=O)oc2c1C
  x, 32
CCn1cc(/C=N/O)c(C)n1
  1, -14
CCOC(=O)c1sc2nc(CC(=O)OC)nc(NCc3ccc(F)cc3)c2c1C
  x, -44
O=S(=O)(Nc1ccc(Cc2ccncc2)cc1)c1cccs1
  x, -6
CCn1ncc(/C=N\NC(=O)c2csc3ccccc23)c1C
  x, 0
CC(C)(C)OC(=O)N1CCC(C(=O)O)CC1
  -9, -12
Cc1cc(Cl)ccc1OCC(=O)N1CCCCC1
  -18, -12
CCOc1ccc(-c2nnc3sc(COc4ccccc4)nn23)cc1
  -10, -5
Cc1nnc(N2CCOCC2)c2ccccc12
  -9, 6
CCOc1cc(/C=N\Nc2ccc([N+](=O)[O-])cc2)ccc1OCC(=O)Nc1ccc(C)c(C)c1
  x, 15
CC(C)CCNC(=O)NC(=O)CSc1nnc(-c2ccccc2Br)o1
  -16, 8
O=C(Nc1ccc(Nc2ccccc2)cc1)c1ccco1
  -7, 3

A portion from the list above, for reference:
Each structure is followed by: HIV RNase H inh, RmlCD inh mix
Cc1nnc(N2CCOCC2)c2ccccc12
  -9, 6
CCOc1cc(/C=N\Nc2ccc([N+](=O)[O-])cc2)ccc1OCC(=O)Nc1ccc(C)c(C)c1
  x, 15
CC(C)CCNC(=O)NC(=O)CSc1nnc(-c2ccccc2Br)o1
  -16, 8
O=C(Nc1ccc(Nc2ccccc2)cc1)c1ccco1
  -7, 3

Remaining list, next part.
Each structure is followed by: HIV RNase H inh, RmlCD inh mix
COc1ccc(-c2nnc3ccc(SCC(N)=O)nn23)cc1OC
  -17, -7
O=C1CCCc2c1nc(-c1ccccc1)n2O
  -2, -9
O=c1oc2ccccc2n1CCn1c2ccccc2c2nc3ccccc3nc21
  33, x
CN(C)/C=N/c1c(C#N)cnn1-c1ccccc1
  -20, -4
Cc1cc2nc(-c3cccc(NC(=O)c4ccc(Br)o4)c3C)oc2cc1C
  32, -11
CCc1c(C)nc2c(C#N)c(C)[nH]n2c1=O
  3, 4
CCOC(=O)N1CCN(C(=O)c2ccc3c(=O)n(Cc4ccccc4)c(=S)[nH]c3c2)CC1
  -6, 4
CCOc1ccc(NC(=O)CN2CCN(CC(=O)Nc3ccc4c(c3)OCCO4)CC2)cc1
  -3, -9
O=C1c2ccccc2C(=O)N1CC(O)CN1CCOCC1 (stereo unspecified)
  x, -15
CCCCC1CC(CSc2ncn[nH]2)OC1=O (stereo unspecified)
  -4, -6
Nc1c(S(=O)(=O)c2ccccc2)c2nc3ccccc3nc2n1Cc1ccco1
  3, -21
CCc1c(C)nc2ncnn2c1N1CCC(C(=O)N2CCN(c3ccc(F)cc3)CC2)CC1
  -4, 3
CC(=O)Nc1ccc(S(=O)(=O)N(C2=NCC(C)S2)c2ccccc2)cc1 (stereo unspecified)
  -55, 9
CCOc1ccc(NC(=O)CN2C(=O)C3CCCN3C2=O)cc1 (stereo unspecified)
  1, -7
CC(C)C[C@H]1COCCS(=O)(=O)N1Cc1cccc(Cl)c1
  x, -2
COC(=O)c1ccc(NC(=O)Nc2ccc(F)cc2)cc1
  -4, 4
Cc1cc(C(=O)N(C)C)sc1-c1ccccc1
  x, -11
CCCCCn1c(=O)c(F)cn(Cc2ccc(OC)c([N+](=O)[O-])c2)c1=O
  x, -4
COc1cc2c(cc1O)C(SC)=NC(C)(C)C2
  2, -68
Cc1ccc(C)c(OCCCCn2cnc3ccccc3c2=O)c1
  x, 13
Cc1ccc(OCC(=O)Nc2cccc(O)c2)cc1C
  -12, 9
Cn1nnnc1-c1cc(Br)ccc1NC(=O)c1ccccc1
  4, 10
Cc1cc(C)cc(NC(=O)CSc2nc3ccncc3[nH]2)c1
  x, 3
Cc1ccc(CS(=O)(=O)CCC(=O)NCc2ccccn2)cc1
  -13, -7
Oc1cc2c(cc1O)C(c1ccccc1)CNCC2 (stereo unspecified)
  x, 6
CCCNCc1cc(OCC)c(OCC(N)=O)cc1Br
  -6, -19
Cc1ccc(-n2nc3c(c2NC(=O)c2ccc(OC(C)C)cc2)CS(=O)C3)cc1 (stereo unspecified)
  -13, -4
Fc1ccccc1/C=C1\CCCC2=C1Nc1nnnn1C2c1ccccc1F (stereo unspecified)
  x, 9
O=C(CC1N=C2c3ccccc3N=C(SCc3ccc(F)cc3)N2C1=O)NCc1ccco1 (stereo unspecified)
  -2, 5
Cc1nc(NC2=NC(C(=O)Nc3ccc(Cl)cc3)CC(=O)N2)nc2ccccc12 (stereo unspecified)
  x, -8
CCOc1ccc(C(=O)Nc2ccc(N3CCCC3)cc2)cc1
  38, x
CCN1C[C@@]2(COC)C3[C@@H](OC)[C@H]4[C@@H]1[C@@]3(C1C[C@@]3(O)[C@H](OC(=O)c5ccccc5)C1[C@]4(OC(C)=O)[C@@H](O)[C@H]3OC)[C@@H](OC)C[C@H]2O (stereo partly specified)
  x, -4
Cc1c2oc3c(C)ccc(C(=O)N[C@@H]4C(=O)N[C@H](C(C)C)C(=O)N5CCC[C@H]5C(=O)N(C)CC(=O)N(C)[C@@H](C(C)C)C(=O)O[C@@H]4C)c3nc-2c(C(=O)N[C@@H]2C(=O)N[C@H](C(C)C)C(=O)N3CCC[C@H]3C(=O)N(C)CC(=O)N(C)[C@@H](C(C)C)C(=O)O[C@@H]2C)c(N)c1=O
  x, -5
CC1=C(C(=O)OCCOC(C)C)C(c2cc3c(cc2Br)OCO3)C2=C(CCCC2=O)N1 (stereo unspecified)
  4, 9
COc1ccccc1C1CC(c2ccc(Cl)cc2Cl)Nc2nc(N)nn21 (stereo unspecified)
  -10, 7
O=S(=O)(Nc1nc2ccccc2nc1Nc1ccc2c(c1)OCCO2)c1cccs1
  16, 11
Cc1nn(Cc2ccc(Cl)cc2Cl)c(C)c1NC(=O)c1nn(C)cc1Cl
  x, -2
COc1ccc(N2CCN(C(c3cccc(OC)c3OC)c3nnnn3C3CCCC3)CC2)cc1 (stereo unspecified)
  19, 5
COc1ccc(C(=O)OC(C)CN2CCN(C)CC2)cc1OC (stereo unspecified)
  -41, 11
COc1ccc(NC(=O)c2c(SC)nsc2SC)cc1
  -12, -9
CC[N+](CC)(CC)CC
  x, 5
COc1ccc(NC(=O)N2CCCC2C(=O)Nc2ccc(C)cc2)cc1 (stereo unspecified)
  6, 2
O=C(CSc1nnc(-c2ccc(O)cc2)n1Cc1ccco1)c1ccccc1
  x, 6
Cc1ccc(-n2nc(C)cc2NC(=O)COc2cc(C)cc3oc(=O)c4c(c23)CCC4)cc1
  x, -128
O=C(Nc1ccccc1C(F)(F)F)N1CCN(C(c2ccccc2)c2ccccc2)CC1
  x, 8
Cc1sc2nc(SCC(=O)NCc3ccco3)n(C)c(=O)c2c1C
  -7, -2
COC(=O)c1nn(-c2ccccc2)ccc1=O
  x, -3
O=C(OCc1ccccc1)c1cccc(-c2nnc(-c3ccccc3)o2)c1
  x, -6
COc1ccc(-c2ccncc2)cc1OC
  x, -10
COC(=O)C(C(=O)OC)C(C)C(C(=O)OC)C(=O)OC
  x, -10
CCOC(=O)N1CCN(C(=O)C(=O)Nc2ccc3nc4n(c(=O)c3c2)CCCCC4)CC1
  x, -11
CC(C)CC(NC(N)=O)C(=O)OCC(=O)NC(=O)NC1CCCC1 (stereo unspecified)
  2, -5
O=C(Cn1c(-c2cncs2)nc2ccccc21)NCc1ccccc1
  x, -1
O=C(CSc1ncn[nH]1)Nc1ccc2c(c1)OCCO2
  x, -16
O=C(Nc1ncc2c(n1)CC(c1ccco1)CC2=O)c1ccc(Cl)cc1 (stereo unspecified)
  5, x
Cn1c(O)c(C=NC2C(=O)C3(C)CCC2C3(C)C)c(=O)n(C)c1=O (stereo unspecified)
  0, -13
CCOc1cc(C(=O)NCc2ccc(-c3nc4ccccc4o3)cc2)cc(OCC)c1OCC
  x, -3
CCc1nnc(NC(=O)c2ccc(-c3ccccc3Cl)o2)s1
  x, 7
CCOC(=O)N1CCN(S(=O)(=O)c2cc(Cl)ccc2Cl)CC1
  -10, -2
Cn1c(-c2ccc3ccccc3n2)nc2cnccc21
  -28, 4

Continued.
Each structure is followed by: HIV RNase H inh, RmlCD inh mix
O=C(c1ccco1)N1CCCSC1=Nc1ccccc1
  -30, 7
CN1CCc2c(sc3c2c(=O)n(-c2ccccc2)c2nnc(SCc4ccc(F)cc4)n32)C1
  32, x
O=C(OCc1nnc(-c2ccc(Cl)cc2)o1)c1ccc(=O)n(Cc2ccccc2)n1
  -15, -6
Cc1ccc(C)c(Cn2nnc3c(=O)[nH]c(C4CCCN(C(=O)CC(C)C)C4)nc32)c1 (stereo unspecified)
  3, 5
Cn1c(=O)c2[nH]c(CN(Cc3ccccc3)Cc3ccccc3)nc2n(C)c1=O
  8, x
O=c1cc(-c2ccccc2)nc(N2CCN(Cc3ccccc3)CC2)[nH]1
  -8, -9
CCCc1nc(SCC(=O)Nc2nc3c(s2)CCCC3)c2ccccc2n1
  x, -10
C#CCOCCOCCOCCNc1nc(N2CCN(C(=O)C([C@@H](C)CC)n3cc(C(N)CC(C)C)nn3)CC2)nc(N2CCN(C(=O)[C@H](CCC(=O)O)n3cc(C(N)Cc4ccc(O)cc4)nn3)CC2)n1 (stereo partly specified)
  x, -31
CCOc1c2ccc(C(=O)NCc3ccc(OC)cc3)cc2nn1CCOC
  x, 10
CCC1CCCCN1c1cc(C)nc2cc(-c3cccc(C)c3)nn12 (stereo unspecified)
  x, -1
O=C(CCS(=O)(=O)c1ccc(Br)cc1)N1CCN(c2ccccc2Cl)CC1
  x, -22
C=C(C)C(=O)OCCCCCCOc1ccc(C(=O)O)cc1
  x, 26
Cc1cccc(NC(=O)c2cc(N3C(=O)CCC3=O)ccc2Cl)n1
  x, -8
Cc1c(NC(=O)c2nn(C)c(=O)c3ccccc23)c(=O)n(-c2ccccc2)n1C
  1, x
C#CCOCCOCCOCCNc1nc(N2CCN(C(=O)[C@H](Cc3cc4ccccc4[nH]3)n3cc([C@@H](N)CC(C)C)nn3)CC2)nc(N2CCN(C(=O)[C@H](Cc3cc4ccccc4[nH]3)n3cc([C@@H](N)CC(C)C)nn3)CC2)n1
  x, -7
O=C(CCN1C(=O)c2ccncc2C1=O)Nc1ccc2c(c1)OCCO2
  -3, 2
c1ccc(C2=NCCCN2)cc1
  1, -25
O=C(NCc1ccco1)c1ccc(S(=O)(=O)c2cccc(S(=O)(=O)N3CCOCC3)c2)cc1
  4, -9
COc1ccc(-c2cnn3c4c(c(C)nc23)CCN4C2CCCC2)cc1OC
  x, -7
CN(C[C@H](Cc1ccccc1)N(C[C@@H](Cc1cccc2ccccc12)N(CCc1ccccc1)N=O)N=O)N=O
  x, -3
CC(C)[C@H](NC(=O)Nc1ccc2c(c1)OCCO2)C(=O)O
  3, 8
NC(=O)c1ccc(F)cc1
  -5, 4
COc1ccc(NC(=O)NC23CC4CC(CC(C4)C2)C3)cc1OC
  x, 2
O=c1[nH]c2ccccc2n1CCC1CCCCC1
  x, 0
Cn1c(N)c(C(=O)COC(=O)c2cc(-c3ccccc3)nc3ccccc23)c(=O)n(C)c1=O
  x, 4
COc1ccc(-n2nnc3c(=O)n(Cc4cc(C)ccc4C)cnc32)cc1
  -6, 9
CCN(CC)C(=O)c1sc(NC(=O)Cc2cccs2)c(C#N)c1C
  -12, 6
C=CCOC(=O)C1=C(C)NC(SC)=C(C#N)C1c1ccc(OCC)cc1 (stereo unspecified)
  -1, -8
CSc1nc2nccc(-c3ccc(Oc4ccccc4)cc3)n2n1
  x, 11
Cc1cc2nc(SCC(=O)N(C)C)c3c(c2cc1C)CCCC3
  x, 11
O=[N+]([O-])c1cccc(/C=N/n2c(COc3ccccc3)n[nH]c2=S)c1
  x, -8

Exported bar-delimited: three of the compounds above.
molecule | HIV RNase H inh | RmlCD inh mix
O=S(=O)(Nc1ccc(Cc2ccncc2)cc1)c1cccs1 | x | -6
CCc1c(C)nc2c(C#N)c(C)[nH]n2c1=O | 3 | 4
C#CCOCCOCCOCCNc1nc(N2CCN(C(=O)[C@H](Cc3cc4ccccc4[nH]3)n3cc([C@@H](N)CC(C)C)nn3)CC2)nc(N2CCN(C(=O)[C@H](Cc3cc4ccccc4[nH]3)n3cc([C@@H](N)CC(C)C)nn3)CC2)n1 | x | -7

A second format for some results above.
Cn1c(N)c(C(=O)COC(=O)c2cc(-c3ccccc3)nc3ccccc23)c(=O)n(C)c1=O
  HIV RNase H inh: x
  RmlCD inh mix: 4

COc1ccc(-n2nnc3c(=O)n(Cc4cc(C)ccc4C)cnc32)cc1
  HIV RNase H inh: -6
  RmlCD inh mix: 9

CCN(CC)C(=O)c1sc(NC(=O)Cc2cccs2)c(C#N)c1C
  HIV RNase H inh: -12
  RmlCD inh mix: 6

Source: PubChem BioAssay (several laboratories)
